Compound activity deposited in PubChem by National Center for Advancing Translational Sciences (NCATS).
ALDH1A1 inh = ALDH1A1 (human) enzyme inhibition; 220,000 compounds, 7.3% hits; Purified ALDH1A1, NADH fluorescence, propionaldehyde substrate; P00352; Potency, µM (series often up to 75.3 µM), for inactives: at the top dose activity, negative = inhibition, usual class: inhibitors; active means well fitted inhibition curve with a large enough effect, not every such curve was filed as active; inconclusive means small, poorly fitted or top-dose-only effect, or another doubt; inactive means no such curve, though single readings can be large or run the other way;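 further: plate controls were no enzyme wells and a reference inhibitor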
Target sequence (P00352 whole entry, looked up): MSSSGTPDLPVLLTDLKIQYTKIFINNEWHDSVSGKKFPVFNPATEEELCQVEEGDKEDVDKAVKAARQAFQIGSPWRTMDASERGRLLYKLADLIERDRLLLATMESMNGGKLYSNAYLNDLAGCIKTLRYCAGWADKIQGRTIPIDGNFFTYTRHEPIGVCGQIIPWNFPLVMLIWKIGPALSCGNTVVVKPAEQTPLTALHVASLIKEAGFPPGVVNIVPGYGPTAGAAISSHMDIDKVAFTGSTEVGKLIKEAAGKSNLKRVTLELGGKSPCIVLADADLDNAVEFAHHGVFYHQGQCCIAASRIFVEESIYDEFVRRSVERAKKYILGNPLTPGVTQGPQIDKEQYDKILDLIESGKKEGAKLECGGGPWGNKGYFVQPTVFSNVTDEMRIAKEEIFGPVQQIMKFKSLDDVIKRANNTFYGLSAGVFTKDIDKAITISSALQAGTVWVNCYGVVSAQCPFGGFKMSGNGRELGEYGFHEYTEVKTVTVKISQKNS
L3MBTL1 inh = blocks human L3MBTL1. Q9Y468. AlphaScreen L3MBTL1–H3K9me1 peptide binding. Potency, µM (series often up to 57.1 µM), without a hit: top-dose activity, negative = inhibition, actives largely listed as inhibitors. 230,000 compounds, 0.66% hits; further: on the % scale 0 is the no-effect control and ±100 the full control effect; nearly all actives have a fitted effect of over 60% in size
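Displacement of a biotinylated histone H3(1-15) peptide monomethylated at Lys9 (75 nM) from L3MBTL1 (50 nM) was measured by AlphaScreen after a 30 min room-temperature compound incubation; cefsulodin titration served as intraplate control.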
SMN2 splice enh = enhancers of SMN2 splice variant expression; HEK293 SMN2-luciferase splicing reporter, luminescence, 30-36 h; Potency, µM (highest dose often 46.1 µM), for the others: top-dose activity change, positive = activation, hits mostly activators; 210,000 compounds, 2.8% hits; AID 1458; further: % of control where 0% means no effect; nearly all actives have a fitted effect of over 55% in size
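qHTS luciferase splicing reporter: luminescence rises when SMN2 exon 7 is included in transfected HEK293 cells. Compound exposure lasted 30-36 h at 37C, with 4.5 mM final sodium butyrate as control, followed by a ONE-Glo read.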
RECQ1 inh = inhibitors of human RECQ1 DNA helicase; P46063; RECQ1 DNA unwinding, red fluorescence kinetic read; Potency, µM (doses to about 57.3 µM), for inactives: at the highest dose activity, negative = inhibition, most hits filed as inhibitors; 240,000 compounds, 0.54% hits;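 further: plate controls were vehicle for no effect and no enzyme for full effect; nearly all actives have a fitted effect of over 30% in size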
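50 nM RECQ1T1 preincubated 15 min with compound in Tris pH 8.0 buffer with MgCl2, DTT, Tween-20 and 2.5 ug/ml poly(dI-dC); started with 200 nM TAMRA/BHQ-2 forked duplex and 2 mM ATP. Unwinding read as fluorescence (525/598 nm), two reads 2 h apart.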
Luc counter = Kinase-Glo luciferase inhibition (counter-screen). Kinase-Glo luciferase, ATP luminescence, 8 min. Potency, µM (highest dose often 38.3 µM), inactives show top-dose activity change, negative = inhibition, usual class: inhibitors. Q27757. 200,000 compounds, 0.28% hits. AID 1379; further: on the % scale 0 is the no-effect control and ±100 the full control effect; nearly all actives have a fitted effect of over 60% in size
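Compounds were added to a substrate mix at pH 7.2 (50 mM imidazole, 10 uM ATP, within the enzyme's linear range), followed by Kinase-Glo detection reagent; luminescence was measured after 8 minutes at ambient temperature.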
KDM4E inh = JMJD2E (human) inhibition. B2RXH2. JMJD2E catalytic domain, FDH-coupled NADH fluorescence (FDH is formaldehyde dehydrogenase). Potency, µM (doses to about 57.1 µM), inactives show at the top dose activity change, negative = inhibition, usual class: inhibitors. 230,000 compounds, 1.6% hits; active means well fitted inhibition curve with a large enough effect, not every such curve was filed as active; inconclusive means small, poorly fitted or top-dose-only effect, or another doubt; inactive means no such curve, though single readings can be large or run the other way;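 further: 0% = wells with enzyme and -100% = buffer wells without enzyme; nearly all actives have a fitted effect of over 50% in size; many of its hits are not listed in these tables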
Target sequence (B2RXH2 1-337 limits assumed): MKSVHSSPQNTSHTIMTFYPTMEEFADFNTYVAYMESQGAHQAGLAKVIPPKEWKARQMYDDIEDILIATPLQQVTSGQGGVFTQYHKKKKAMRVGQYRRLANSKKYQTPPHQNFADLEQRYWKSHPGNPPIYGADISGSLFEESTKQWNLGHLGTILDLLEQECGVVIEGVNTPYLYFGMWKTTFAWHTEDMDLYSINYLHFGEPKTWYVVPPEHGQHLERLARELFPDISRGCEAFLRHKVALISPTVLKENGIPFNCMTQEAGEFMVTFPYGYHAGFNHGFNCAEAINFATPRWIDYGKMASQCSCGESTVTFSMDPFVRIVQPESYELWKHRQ
LMNA splice mod = modulators of lamin A splicing. HeLa LMNA splicing GFP/RFP minigene ratio, 48 h. Potency, µM (highest dose often 46.1 µM), for inactives: at the top dose ratio change, negative = inhibition, most hits filed as inhibitors. 200,000 compounds, 0.01% hits; active means well fitted inhibition curve with a large enough effect in the signal ratio, with a control signal flat, not every such curve was filed as active; inconclusive means small, poorly fitted or top-dose-only effect, or effect the other way, or a change in a side signal; the % refers to the signal ratio; further: on the % scale 0 is the no-effect control and ±100 the full control effect
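S3 HeLa cells stably expressing lamin A-EGFP splicing minigene plus DsRed2, 600 cells/well, 48 h compound exposure at 37C. Laser-scanning cytometry; analysed as GFP (500-530 nm)/RFP (575-640 nm) total intensity ratio; 0.5% DMSO vehicle.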
Tau fibril ThT = blocks human tau fibril formation measured by thioflavin T. 270,000 compounds, 2.1% hits. recombinant tau K18 P301L (four-repeat tau fragment), heparin-induced fibrillization, ThT fluorescence. Potency, µM (titrated, usually from 57.4 µM), inactives show at the top dose activity, negative = inhibition, most hits filed as inhibitors. P10636; further: on the % scale 0 is the no-effect control and ±100 the full control effect; nearly all actives have a fitted effect of over 55% in size
Target sequence (P10636 561-689 P618L limits assumed): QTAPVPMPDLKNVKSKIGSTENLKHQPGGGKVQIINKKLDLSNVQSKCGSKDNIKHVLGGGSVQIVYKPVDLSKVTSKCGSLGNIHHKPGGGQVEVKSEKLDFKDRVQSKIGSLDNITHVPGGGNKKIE
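In this qHTS, human K18 P301L tau is incubated with compound and heparin for 6 hr at 37 C, and Thioflavin T fluorescence then reports fibril load.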
* hit, by the source's call; i = inactive; ? = inconclusive; / = not tested or not shown; & = joins results of further samples; [ ] = remark or other dose. Unless noted, the call rests on the fitted dose curve; in most records, active means well fitted curve in the direction sought with a large enough effect; inconclusive means small, poorly fitted or top-dose-only effect, or another doubt; inactive means no such curve, though single readings can be large; an effect the other way counts as inactive or inconclusive. Potency means the concentration at half of the fitted maximal effect. A portion of the library, so the mix of outcomes need not match the whole.

SMILES	ALDH1A1 inh	L3MBTL1 inh	SMN2 splice enh	RECQ1 inh	Luc counter	KDM4E inh	LMNA splice mod	Tau fibril ThT
CCOC(=O)C1CCCN(Cc2ccc3c(c2)OCO3)C1 (stereo not given)	13µM*	6%	12%	-3%	4%	-12%	-4%	3%
C=CCn1c(O)c(C(CC)=NCCN2CCOCC2)c(=O)[nH]c1=O	-16%	1%	/	-9%	/	-6%	1%	-16%
Cn1nc(C(F)(F)F)cc1C(=O)Nc1ccc(Cl)cc1	6%	8%	/	-7%	/	-12%	/	-15%
Cc1cccc2cc(CN(Cc3ccc(F)cc3)C(=O)N3CCOCC3)c3nnnn3c12	9%	-3%	-9%	-14%	0%	5%	0%	-3%
CCN(CC)S(=O)(=O)c1ccc(-n2c(=O)c(C(C)C)c(C)n2C)cc1	-1%	6%	/	11%	-3%	-27%	/	5%
C=CCn1c(C)cc(C(=O)CN2C(=O)NC3(CCCc4ccccc43)C2=O)c1C (stereo not given)	?	/	4%	-14%	-1%	0%	-5%	-21%
O=c1nc(C(F)(F)F)nc2ccccn12	-8%	-7%[11.4 µM]	-16%	1%	-2%	0%	13%	-4%
O=C(NNc1nc2ccccc2s1)Nc1ccccc1	-10%	-1%	14µM*	-3%	0%	-5%	-1%	?
CCOC(=O)Cc1ncccc1C(=O)Nc1ccc(OC)cc1	2%	-3%	-7%	-2%	0%	-5%	-1%[46 µM]	?
CC(=O)Nc1sc2c(c1CN1CCN(c3ccccn3)CC1)CCCC2	22µM*	-16%	-21%	1%	-1%	-1%	?	-17%
COc1ccc(C2=NOC3(CC(=O)N(c4ccc(F)cc4)C3=O)C2)c(OC)c1 (stereo not given)	-19%	/	10%	-20%	-4%	7%	-10%	-12%
COc1cc(NC(=O)c2cccc(C)c2)c(OC)cc1NC(=O)CN1CCCCC1	?	-7%	-19%	i	-2%	-18%	?	-16%
CC(C)=NNc1cc([N+](=O)[O-])cc2c1C(=O)N(C)S2=O (stereo not given)	-4%	?	6%	-3%	3%	-17%	-1%[46 µM]	?
CN(c1ccccc1)S(=O)(=O)c1cc(C(=O)N2CCN(c3ccccn3)CC2)ccc1Cl	-14%	-4%	-55%[inhibitor]	-1%	-8%	8%	?	-8%
Cc1nn(Cc2ccc(C(=O)NC3CCCCC3)o2)c(C)c1Br	-2%	/	-25%	-1%	0%	-4%	-17%	-6%
CCN(C(=O)COC(=O)c1cccc(-n2cnnn2)c1)C1CCCCC1	-13%	-14%	-6%	i	-3%	0%	?	-2%
COC(=O)C1=C(C(=O)c2ccc(C)cc2)C(c2ccc(O)c(OC)c2)n2nnnc2N1 (stereo not given)	?	/	0%	-7%	3%	-1%	-8%	-21%
COc1ccc(NC(=O)Cn2nnc(-c3ccccc3F)n2)cc1	8%	37%[activator][11.4 µM]	?	-4%	3%	3%	7%	-12%
O=C(COc1ncnc2cc([N+](=O)[O-])ccc12)NCc1ccc2c(c1)OCO2	-14%	/	10%	-11%	-5%	2%	8%	?
CCOC(=O)C1=C(CP(=O)(c2ccccc2)c2ccccc2)NC(=O)NC1c1ccc(Cl)cc1 (stereo not given)	13%	4%	/	-5%	/	3%	-15%	-12%
O=C(c1ccccn1)N1N=C2/C(=C/c3ccc(F)cc3)CCCC2C1c1ccc(F)cc1 (stereo not given)	5%	-7%	-2%	-5%	0%	0%	-9%	-8%
O=C(c1ccc(Cl)cc1)c1ccc(OCC(=O)N2CCOCC2)cc1	?	-3%	-17%	25%	0%	?	?	2%
CC(=O)OC(C(=O)NC1CCCCC1)c1ccncc1 (stereo not given)	10%	0%	5%	-20%	-1%	-16%	-2%	-4%
O=C(OCC(=O)N1CCCC1=O)C1COc2ccccc2O1 (stereo not given)	3%	5%	11%	i	-3%	10%	-10%[46 µM]	9%
COc1ccccc1Nc1nnc(SCC(=O)c2cc(C)n(CC3CCCO3)c2C)s1 (stereo not given)	-2%	-23%	-18%	-5%	-9%	2%	?	?
SMILES	ALDH1A1 inh	L3MBTL1 inh	SMN2 splice enh	RECQ1 inh	Luc counter	KDM4E inh	LMNA splice mod	Tau fibril ThT
N#Cc1cn(-c2ccccc2)nc1-c1ccco1	28µM*	-4%	17%	-8%	-1%	-27%	-1%	-16%
COC(=O)CN1C(=O)Nc2ccc(Br)cc2C1c1ccccc1 (stereo not given)	-2%	-1%	-7%	-2%	1%	13%	-6%	1%
O=C1C2CCCN2c2ccc(S(=O)(=O)N3CCOCC3)cc2N1Cc1cccc(C(F)(F)F)c1 (stereo not given)	?	-5%	-6%	i	-1%	?	1%	-10%
CN(C(=O)c1ccncc1)c1nnc(-c2ccncc2)s1	9%	/	19%	-6%	1%	?	-4%	0%
C=C1C(=O)OC2CC1C(OC(C)=O)CC(C)=CCCC(C)=CCC[C@@]2(C)O (stereo not given in full)	?	/	-93%[inhibitor]	-2%	-5%	-2%	/	?
O=C1CC(N2CCOCC2)C(=O)N1c1cc(Cl)cc(Cl)c1 (stereo not given)	3.2µM*	-15%	1%	-7%	-10%	-1%	6%	9%
Cc1ccc(Nc2ccc(S(=O)(=O)N3CCOCC3)cc2[N+](=O)[O-])c(C)c1	3%	?	-36%[inhibitor]	-9%	0%	-1%	?	?
COc1ccc(CNC(=O)c2cc(C3CC3)on2)cc1	-3%	4%	11%	-10%	0%	2%	5%	-5%
COc1ccc(S(=O)(=O)n2nc(OC(=O)c3ccccc3Br)cc2N)cc1	?	-5%	/	-6%	/	3%	?	-11%
Cc1cc(C)nc(NC(=O)CSc2nc3ccccc3o2)n1	?	/	?	-4%	0%	-8%	9%	-11%
COc1cc(S(=O)(=O)N2CCN(Cc3ccccc3)CC2)ccc1Br	0%	-4%	-8%	-24%	1%	0%	-15%	-5%
COc1ccc(S(=O)(=O)NCCSC(C)(C)C)cc1Cl	?	1%	-25%	i	3%	2%	?	-5%
O=C1ON=C(c2ccccc2)/C1=C/c1ccc(OS(=O)(=O)c2ccccc2)cc1	11µM*	-11%	-17%	-11%	3%	?	-7%	?
Cc1cc(OC(=O)c2ccccc2)n(CCC#N)n1	3%	-1%	-10%	5%	1%	-6%	-2%	?
COc1ccc(C(=O)NCC(=O)OCc2ccc(Br)cc2)cc1	?	11%	-20%	-2%	-1%	-22%	-4%	-13%
CC(C)COC(=O)C(C#N)c1nc2ccccc2nc1N1CCN(Cc2ccc3c(c2)OCO3)CC1 (stereo not given)	-13%	-10%	/	-4%	/	2%	2%	-15%
COCc1nc2ccccc2n1Cc1c(F)cccc1Cl	-1%	1%	/	2%	1%	-2%	?	-7%
CS(=O)(=O)N1CCN(C2Cc3ccccc3C2)CC1	?	/	-6%	-12%	3%	-9%	10%	-6%
COC(=O)c1cc(OC)c(OC)cc1NC(=S)N1CCC(C(N)=O)CC1	-2%	/	16%	i	-2%	1%	15%	-10%
O=C(CNC(=O)c1ccc2ccccc2c1)OCC(=O)N1CCN(S(=O)(=O)c2ccc3ccccc3c2)CC1	-2%	-3%	1%	-3%	4%	?	-6%	7%
CN(Cc1ccco1)c1ncnc2ccc(-c3ccccc3Cl)cc12	?	-12%&-11%	/	i	/	/	?	/
Cc1cc(=O)[nH]c(N)n1	6%	-10%	/	3%	/	-2%	/	-2%
O=C1C2C3C=CC(C3)C2C(=O)N1c1n[nH]c(-c2ccccc2)n1 (stereo not given)	-4%	/	20%	3%	-4%	1%	3%	-12%
COc1ccc(-n2c(=O)c(CCC(=O)N(C)Cc3ccccc3C)nc3ccccc32)cc1	?	-16%	-36%[inhibitor]	-10%	3%	-11%	?	?
Cc1cccc2cc(CN(CC3CCCO3)C(=S)NCc3ccco3)c(=O)[nH]c12 (stereo not given)	?	7%	-38%[inhibitor]	-9%	0%	-1%	?	-7%
Cc1cccc(OCCNC(=S)NC(=O)c2cccnc2)c1	?	-5%	-2%	-13%	0%	1%	-3%	-1%
N#Cc1nc(-c2cccs2)oc1NCc1ccccc1	?	-9%	9%	8%	-6%	?	2%	-17%
COc1ccccc1NC(=O)N1CCCC1	0%	-11%	-15%	18%	-1%	-3%	/	8%

11 structures out of the list, ordered by length of the SMILES, lowest first.
SMILES	ALDH1A1 inh	L3MBTL1 inh	SMN2 splice enh	RECQ1 inh	Luc counter	KDM4E inh	LMNA splice mod	Tau fibril ThT
COc1ccccc1NC(=O)N1CCCC1	0%	-11%	-15%	18%	-1%	-3%	/	8%
N#Cc1cn(-c2ccccc2)nc1-c1ccco1	28µM*	-4%	17%	-8%	-1%	-27%	-1%	-16%
COCc1nc2ccccc2n1Cc1c(F)cccc1Cl	-1%	1%	/	2%	1%	-2%	?	-7%
COc1ccc(CNC(=O)c2cc(C3CC3)on2)cc1	-3%	4%	11%	-10%	0%	2%	5%	-5%
COc1ccc(S(=O)(=O)NCCSC(C)(C)C)cc1Cl	?	1%	-25%	i	3%	2%	?	-5%
CN(Cc1ccco1)c1ncnc2ccc(-c3ccccc3Cl)cc12	?	-12%&-11%	/	i	/	/	?	/
COc1cc(S(=O)(=O)N2CCN(Cc3ccccc3)CC2)ccc1Br	0%	-4%	-8%	-24%	1%	0%	-15%	-5%
COC(=O)c1cc(OC)c(OC)cc1NC(=S)N1CCC(C(N)=O)CC1	-2%	/	16%	i	-2%	1%	15%	-10%
COc1ccc(S(=O)(=O)n2nc(OC(=O)c3ccccc3Br)cc2N)cc1	?	-5%	/	-6%	/	3%	?	-11%
CC(C)COC(=O)C(C#N)c1nc2ccccc2nc1N1CCN(Cc2ccc3c(c2)OCO3)CC1 (stereo not given)	-13%	-10%	/	-4%	/	2%	2%	-15%
O=C1C2CCCN2c2ccc(S(=O)(=O)N3CCOCC3)cc2N1Cc1cccc(C(F)(F)F)c1 (stereo not given)	?	-5%	-6%	i	-1%	?	1%	-10%
